NS5 inhibitors – Dengue-2 NS5 methyltransferase inhibitors, primary screen, biochemical, confirmation dose response (AID 588689); Genome polyprotein (Dengue virus type 2 (strain 16681-PDK53)); Dengue-2 NS5 methyltransferase capping enzyme assay, biochemical; higher % means a stronger effect; hit rate 0.3% among 340,000; one-dose inhibition, % at 25 µM; IC50 in µM for titrated hits; in the data active = a potency from the dose series
Rac1 GTP hydrolysis – MgcRacGAP GTPase-activating activity inhibitors, confirmation, biochemical, ADP Hunter fluorescence; one-dose inhibition, % at 30 µM; IC50 in µM for titrated hits; AID 624330, 2012; Rac GTPase-activating protein 1 (Homo sapiens); hit rate 0.6% among 340,000; MgcRacGAP-stimulated Rac1 GTP hydrolysis, ADP Hunter fluorescence; higher % means a stronger effect; GST-tagged Rac1 F28L mutant substrate;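 active = first-screen hits whose inhibition reached a set limit at any dose in the follow-up dose series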;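 also: fluorescence reports GDP produced by GAP-driven GTP hydrolysis; strong numbers were not always called active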
Large T inhibition – SV40 large T antigen inhibitors, biochemical (AID 1903); inhibition, % at 20 µM, or IC50 in µM where a hit was titrated; SV40 large T antigen ATPase/helicase inhibition assay; higher % means a stronger effect; hit rate 0.39% among 310,000; in the data active = a potency from the dose series; also: strong numbers were not always called active
AID2073 – inhibitors of Mint1-CaV2.2 protein interaction, biochemical, HTRF (AID 2073); Voltage-dependent N-type calcium channel subunit alpha-1B (Homo sapiens); HTRF protein-protein interaction, Mint1-CaV2.2; higher % means a stronger effect; inhibition, % at 20 µM, or IC50 in µM where a hit was titrated; hit rate 0.19% among 290,000; in the data active = inhibition mostly above about 51%, no sharp cut-off; also: some results filed as inactive read as strong as hits
RSV CPE inhibition – RSV antiviral activity via CPE protection, HEp-2 cells, primary 10 µM value included (AID 2391); CPE inhibition, % at 10 µM, or IC50 in µM where a hit was titrated; hit rate 0.13% among 310,000; HEp-2 cells, RSV-induced CPE inhibition; higher % means a stronger effect; in the data active = a potency from the dose series; also: strong numbers were not always called active
Siah-1 displacement – Siah-1 peptide-binding antagonists, primary screen, biochemical, fluorescence polarization, rhodamine-plectin, uHTS (AID 1817); E3 ubiquitin-protein ligase SIAH1 (Homo sapiens); Siah-1 / rhodamine-plectin peptide fluorescence polarization; higher % means a stronger effect; displacement, % at 20 µM, or IC50 in µM where a hit was titrated; hit rate 0.02% among 290,000;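 active = displacement of at least 50% at 20 µM, with a fluorescence ratio check between 0.3 and a set limit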;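 also: plate controls were Siah plus tracer with DMSO for no effect and tracer alone without Siah for full effect; strong numbers were not always called active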
LYP inhibition – inhibitors of LYP phosphatase, biochemical, fluorescence intensity, uHTS (AID 1779); hit rate 0.054% among 290,000; recombinant LYP phosphatase, fluorescence intensity; higher % means a stronger effect; inhibition, % at 11.5 µM; hits with a dose series show IC50 in µM; in the data active = inhibition above about 50%;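 also: plate controls were vehicle with enzyme for no effect and no enzyme for full effect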
NS5 inhibitors pilot replicate – second read-out of NS5 inhibitors, no call of its own (marks repeat the call); inhibition, %; measured here: pilot screen replicate inhibition
Starred values were filed as active, the others as inactive; . = not tested or not shown. The list is partial (hit frequency here may not be typical).

SMILES	NS5 inhibitors	Rac1 GTP hydrolysis	Large T inhibition	AID2073	RSV CPE inhibition	Siah-1 displacement	LYP inhibition	others
CC1=NN(c2ccccc2)C(=O)/C1=C/c1ccc(-c2ccc(C)c(C(=O)O)c2)o1	.	.	35µM*	.	0.1%	.	.
COc1ccc(OC)c(S(=O)(=O)Nc2cccc3ccccc23)c1	.	.	16%	.	1.7%	.	.
COc1ccccc1NC(=O)C1CCOC1=O (stereo not given)	.	.	14%	.	3.3%	.	.
COc1ccc(NC(=O)c2cc(-c3ccc(C)o3)nc3ccccc23)c(OC)c1	.	.	16%	.	1.6%	.	.
COc1ccc(/C=N/NC(=O)c2cccc3ccccc23)c(OC)c1OC	.	.	18%	.	3.6%	.	.
CCOC(=O)O[C@]1(C(=O)OCCl)CC[C@H]2[C@@H]3CCC4=CC(=O)C=C[C@]4(C)[C@H]3[C@@H](O)C[C@@]21C	.	.	2%	.	-1.9%	.	.
COC(=O)C1=C(C(=O)OC)[C@@H]2N(C)c3ccccc3[C@@]23C[C@@H](CO)N=C3N1	.	.	16%	.	0.1%	.	.
CCN1C(=O)[C@H]2[C@@H](c3ccc(-c4ccc(F)cc4)c(OC)c3)N[C@@](CC(C)C)(C(=O)OC)[C@H]2C1=O	.	.	12%	.	-0.4%	.	.
CCCC[C@@H]1C[C@H]1[C@@H](NC(=O)c1ccco1)c1ccc(C(=O)OC)cc1	.	.	21%	.	2.5%	.	.
O=C(C1=C[C@H](c2csc3ccccc23)C[C@H](OCc2ccc(CO)cc2)O1)N1CCCCCCC1	.	.	21%	.	9.7%	.	.
Cc1ccc(Sc2ncccc2N)cc1	.	.	18%	.	2.4%	.	.
Cc1cccc(N(CC(=O)N/N=C/c2ccc(C(=O)O)cc2)S(=O)(=O)c2ccccc2)c1C	.	.	4%	.	1.9%	.	.
COc1cccc(OC)c1C(=O)Nc1sc2c(c1C(N)=O)CCCC2	.	.	7%	.	13%	.	.
COCCn1c(SCc2ccc(C)cc2)nc2c1c(=O)[nH]c(=O)n2C	.	.	9%	.	3.1%	.	.
Cn1c(N)c(C(=O)Nc2ccccc2)c(=O)[nH]c1=O	.	.	5%	.	5.4%	.	.
CC(C)(C)OC(=O)NCCCC1=CC2=CC(=O)C(C)(OC(=O)C3CCCC3)C(=O)C2=CO1 (stereo not given)	.	.	24%	.	0.5%	.	.
C/C(=C/CCC(C)C1CCC2(C)C3CCC4C(C)(C)C(=O)CCC4(C)C3=CCC12C)C(=O)O (stereo not given)	.	.	.	49%	.	43%	2%
COc1ccc2[nH]c3c(c2c1)CCN1C(=O)C(CC(=O)NC/C=C(\C)CCC=C(C)C)C[C@H](C(=O)N2CCCCC2)[C@@]31C (stereo not given in full)	.	2%	.	.	.	.	.
Cc1cccc(C(=O)NC(=S)Nc2c(C)n(C)n(-c3ccccc3)c2=O)c1	.	0%	8%	.	1.2%	.	.
C/C(NCCc1ccc(O)cc1)=C1/CCOC1=O	-2%	7%	.	.	.	.	.
COc1ccc(C(CNC(=O)COc2ccc(F)cc2Cl)N2CCOCC2)cc1 (stereo not given)	-11%	2%	.	.	.	.	.
C[C@H](CO)N1C[C@H](C)[C@@H](CN(C)Cc2ccccc2F)Oc2ncc(Br)cc2C1=O	-7%	11%	.	.	.	.	.
O=C(CCCCC(=O)OCC1CCCO1)OCC1CCCO1 (stereo not given)	-9%	12%	.	.	.	.	.
C[C@H](CO)N1C[C@H](C)[C@@H](CN(C)C(=O)Nc2ccccc2F)Oc2ncc(Br)cc2C1=O	-2%	12%	.	.	.	.	.
CCN(c1ccccc1)S(=O)(=O)c1c(C)noc1C	-3%	2%	.	.	.	.	.
SMILES	NS5 inhibitors	Rac1 GTP hydrolysis	Large T inhibition	AID2073	RSV CPE inhibition	Siah-1 displacement	LYP inhibition	others
Cc1ccc(C(=O)NCC(=O)NCc2ccc(Cl)cc2)s1	-1%	2%	.	.	.	.	.
O=c1oc(CCCO)cc2ccc(Br)cc12	3%	7%	.	.	.	.	.	NS5 inhibitors pilot replicate=0.0
COc1ccc(-c2cc(C(=O)N(C)CC(=O)Nc3cccc(F)c3)c3ccccc3n2)cc1OC	2%	6%	.	.	.	.	.
CC(C)(C)OC(=O)N1CCCC(C(=O)Nc2cccc(C(=O)NCCCc3ccccc3)c2)C1 (stereo not given)	-3%	6%	.	.	.	.	.
N#Cc1ccccc1S(=O)(=O)N1CCN(c2nc(-c3cccnc3)nc3ccccc23)CC1	-1%	2%	.	.	.	.	.
Clc1ccc(C=Cc2ccccn2)cc1	-5%	7%	.	.	.	.	.
CN(C(=O)c1cccc(NC(=O)Cc2ccc(NC(=O)C3CCCN(C(=O)C4CCCCC4)C3)cc2)c1)C1CCC1 (stereo not given)	-2%	5%	.	.	.	.	.	NS5 inhibitors pilot replicate=-1.8
CCCCCCN(C(=O)CCCN1C(=O)NC(c2ccc([N+](=O)[O-])cc2)C(C(=O)OCc2ccccc2)=C1C)C(C)C(=O)NCCCC (stereo not given)	-5%	5%	.	.	.	.	.	NS5 inhibitors pilot replicate=2.7
NC(=O)c1ccsc1NC(=O)CN1C(=O)NC2(CCCC2)C1=O	3%	3%	.	.	.	.	.
CCc1sc(C(=O)Nc2ccc(OC)c(S(=O)(=O)N3CCOCC3)c2)cc1C	0%	5%	.	.	.	.	.
Cc1ccccc1-c1cccc([C@@H]2C[C@H]3[C@H](CON3C)CN2C(=O)CCc2ccccc2)c1	-3%	11%	.	.	.	.	.
O=c1c(O[C@@H]2O[C@H](CO)[C@@H](O)[C@H](O)[C@H]2O)c(-c2ccc(O)cc2)oc2cc(O)cc(O)c12	-1%	5%	.	.	.	.	.
c1ccc(CCc2ccccn2)cc1	-5%	2%	.	.	.	.	.
COc1ccc(-c2csc(NC(=O)CCNC(=O)c3ccco3)n2)cc1	4%	8%	.	.	.	.	.
O=S(CC(O)(c1ccccc1)c1ccccc1)CC(O)(c1ccccc1)c1ccccc1	2%	6%	.	.	.	.	.
CC(=O)Nc1cc([N+](=O)[O-])ccc1OCc1ccccc1	-9%	-3%	.	.	.	.	.
NS(=O)(=O)c1cccc(NC(=O)COC(=O)/C=C/c2nc3ccccc3s2)c1	-6%	-6%	.	.	.	.	.
CC(Sc1n[nH]c(-c2cccs2)n1)C(=O)N1CCCC1 (stereo not given)	-3%	2%	.	.	.	.	.
CCSc1nc(COC(=O)NC)c(COC(=O)NC)n1C	4%	-2%	.	.	.	.	.
COc1cccc(COC(=O)C2CC(=O)N(Cc3ccccc3)C2)c1OC (stereo not given)	-3%	7%	.	.	.	.	.
O=C(Nc1ccc(C(=O)N2CCCC2)cc1)C1CCC1	-3%	6%	.	.	.	.	.
C[C@@H]1CN([C@H](C)CO)C(=O)c2cc(NC(=O)Nc3ccc(F)cc3)ccc2O[C@@H](C)CCCCO[C@H]1CN(C)S(=O)(=O)c1cccs1	-3%	16%	.	.	.	.	.
Cc1cccc(N2N=C(C(=O)OCC(=O)c3ccccc3)CCC2=O)c1	1%	2%	.	.	.	.	.
C[C@H]1CN([C@@H](C)CO)C(=O)Cc2cc(NC(=O)CCC(F)(F)F)ccc2O[C@H]1CN(C)S(=O)(=O)c1ccc(F)cc1	6%	7%	.	.	.	.	.
CC1(C)N=C(N)N=C(N)N1c1cccc(C#N)c1	0%	0%	.	.	.	.	.

Next section; the last 5 above are carried over.
SMILES	NS5 inhibitors	Rac1 GTP hydrolysis	Large T inhibition	AID2073	RSV CPE inhibition	Siah-1 displacement	LYP inhibition	others
O=C(Nc1ccc(C(=O)N2CCCC2)cc1)C1CCC1	-3%	6%	.	.	.	.	.
C[C@@H]1CN([C@H](C)CO)C(=O)c2cc(NC(=O)Nc3ccc(F)cc3)ccc2O[C@@H](C)CCCCO[C@H]1CN(C)S(=O)(=O)c1cccs1	-3%	16%	.	.	.	.	.
Cc1cccc(N2N=C(C(=O)OCC(=O)c3ccccc3)CCC2=O)c1	1%	2%	.	.	.	.	.
C[C@H]1CN([C@@H](C)CO)C(=O)Cc2cc(NC(=O)CCC(F)(F)F)ccc2O[C@H]1CN(C)S(=O)(=O)c1ccc(F)cc1	6%	7%	.	.	.	.	.
CC1(C)N=C(N)N=C(N)N1c1cccc(C#N)c1	0%	0%	.	.	.	.	.
COc1ccc(N2CCN(C(=O)c3ccc(Cl)c(S(=O)(=O)N4CCOCC4)c3)CC2)cc1	3%	19%	.	.	.	.	.
C[C@]12c3[nH]c4cc(-c5ccco5)ccc4c3CCN1C(=O)[C@@H](CC(=O)NCc1ccco1)C[C@@H]2C(=O)N1CCOCC1	-7%	11%	.	.	.	.	.	NS5 inhibitors pilot replicate=-1.5
COC(=O)[C@]1(Cc2ccccc2)N[C@H](CN(C)C(=O)C2CCCCC2)[C@@H]2C(=O)N(Cc3ccccc3)C(=O)[C@@H]21	-2%	7%	.	.	.	.	.	NS5 inhibitors pilot replicate=-2.4
Cc1ccc(S(=O)(=O)N2CCCCC2)cc1NC(=O)COC(=O)c1cccn1C	-2%	3%	.	.	.	.	.
O=C(NC1CCS(=O)(=O)C1)c1ccccc1Cl (stereo not given)	-3%	0%	.	.	.	.	.
CC(=O)c1c(C)[nH]c(C(=O)OCC(=O)Nc2ccc3c(c2)OCCO3)c1C	2%	0%	.	.	.	.	.
C#CCN1C(C)=CC(=O)[C@@H](O)[C@H]1c1ccccc1Br	1%	3%	.	.	.	.	.
CC12CCC(=O)C=C1C(O)CC1C2CCC2(C)C1CCC2(O)C(=O)CO (stereo not given)	1%	2%	.	.	.	.	.
COc1ccc(S(=O)(=O)N(C)C[C@H]2Oc3ccc(NC(=O)Nc4ccc5c(c4)OCO5)cc3C(=O)N([C@H](C)CO)C[C@@H]2C)cc1	-15%	3%	.	.	.	.	.
COc1cccc(CNc2ccc(S(=O)(=O)N3CCCC3)cn2)c1	-4%	6%	.	.	.	.	.
CN1CC(=O)N2[C@H]3c4ccccc4OC[C@@H]3[C@H](c3ccccc3)[C@]2(C)C1=O	-9%	10%	.	.	.	.	.
Cc1ccc2c(c1)CCCN2C(=O)c1cc(C)c(C)s1	-6%	6%	.	.	.	.	.
COc1cccc(CN(C)S(=O)(=O)c2c(C)noc2C)c1OC	4%	4%	.	.	.	.	.
O[C@@H]1CN(C2CCN(Cc3ccccc3)CC2)CC[C@H]1N1CCCCCC1	14%	4%	.	.	.	.	.
CC(C)(C)S(=O)N1Cc2cn(Cc3ccccc3)c(=O)cc2[C@H]1CCO (stereo not given in full)	-2%	10%	.	.	.	.	.	NS5 inhibitors pilot replicate=2.1
Cc1ccc(S(=O)(=O)N2C[C@]3(O)C[C@@H]4C(=O)N(c5ccccc5)C(=O)[C@@H]4C[C@]3(OC(=O)Nc3cccs3)C2)cc1	7%	24%	.	.	.	.	.

Random excerpt: 2 entries already listed
SMILES	NS5 inhibitors	Rac1 GTP hydrolysis	Large T inhibition	AID2073	RSV CPE inhibition	Siah-1 displacement	LYP inhibition	others
COc1ccc(-c2csc(NC(=O)CCNC(=O)c3ccco3)n2)cc1	4%	8%	.	.	.	.	.
COCCn1c(SCc2ccc(C)cc2)nc2c1c(=O)[nH]c(=O)n2C	.	.	9%	.	3.1%	.	.

High-throughput results deposited in PubChem by several laboratories.
